Anthrax LF inh2 = blocks Bacillus anthracis lethal factor protease; P15917; multiplex microsphere protease cleavage assay, LF; inhibition, % at 10 µM; actives 0.12% (n = 360,000); AID 588501; also: plate controls were buffer without enzyme for full effect and enzyme alone for no effect
BoNT A protease = BoNT A light chain protease inhibition | multiplex microsphere protease substrate cleavage, flow cytometry | inhibition, % at 10 µM | actives 0.17% (n = 360,000) | AID 588499; also: plate controls were buffer without enzyme for full effect and enzyme alone for no effect
UGM FP inh = blocks M. tuberculosis UGM enzyme. purified UGM, fluorescence polarization probe displacement. inhibition, % at 10 µM. actives 0.06% (n = 320,000). AID 504406; in the data active = inhibition above about 10%, passing the limit was not always enough; inconclusive = no clear call, values can overlap the other calls
Target sequence (P9WIQ1 whole entry, looked up): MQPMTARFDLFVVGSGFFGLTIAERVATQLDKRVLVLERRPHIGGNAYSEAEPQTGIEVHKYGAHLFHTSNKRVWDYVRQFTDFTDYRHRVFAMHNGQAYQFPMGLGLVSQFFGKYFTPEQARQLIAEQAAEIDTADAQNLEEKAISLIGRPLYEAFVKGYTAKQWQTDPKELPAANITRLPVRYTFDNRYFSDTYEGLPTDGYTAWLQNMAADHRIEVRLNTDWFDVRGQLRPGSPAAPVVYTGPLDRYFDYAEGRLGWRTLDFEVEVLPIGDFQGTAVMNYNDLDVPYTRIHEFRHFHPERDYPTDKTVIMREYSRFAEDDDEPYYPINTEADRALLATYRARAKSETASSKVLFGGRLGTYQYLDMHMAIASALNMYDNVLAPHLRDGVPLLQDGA
FBA Mtb inh = Mtb fructose-bisphosphate aldolase inhibition; purified M. tuberculosis FBA, fluorescence read-out; inhibition, % at 1 µM; actives 2.3% (n = 360,000); in the data active = inhibition above about 27%;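 also: 0% = vehicle and 100% = reference inhibitor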
Target sequence (P9WQA3 whole entry, looked up): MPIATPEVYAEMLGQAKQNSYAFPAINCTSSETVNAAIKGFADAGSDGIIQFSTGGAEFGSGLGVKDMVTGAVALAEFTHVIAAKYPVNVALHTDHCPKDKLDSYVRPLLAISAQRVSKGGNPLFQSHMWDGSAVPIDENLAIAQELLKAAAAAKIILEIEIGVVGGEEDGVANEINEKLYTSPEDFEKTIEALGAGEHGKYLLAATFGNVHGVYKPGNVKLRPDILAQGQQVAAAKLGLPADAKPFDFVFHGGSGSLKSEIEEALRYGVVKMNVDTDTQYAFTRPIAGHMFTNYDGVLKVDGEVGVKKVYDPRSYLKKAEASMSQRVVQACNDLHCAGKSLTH
PfHsp40 rescue = rescue of PfHsp40-mediated yeast toxicity; growth rescue, % at 12.5 µM; S. cerevisiae expressing PfHsp40, growth rescue, ATP luminescence; actives 0.68% (n = 340,000); in the data active = growth rescue above about 28%, passing the limit was not always enough; inconclusive = no clear call, values can overlap the other calls;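 also: yeast W303a lacking pdr1 and pdr3 grown in galactose medium; growth measured after three days at 30 °C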
FadD28 FP inh = M. tuberculosis FadD28 bisubstrate binding inhibition; FadD28 bisubstrate probe binding, fluorescence polarization; inhibition, % at 12.5 µM; actives 0.22% (n = 360,000); in the data active = inhibition above about 8.5%, passing the limit was not always enough; inconclusive = no clear call, values can overlap the other calls
BoNT-F LC inh = inhibitors of Botulinum neurotoxin F light chain protease | inhibition, % at 10 µM | actives 0.22% (n = 360,000) | AID 588497 | Multiplex microsphere protease cleavage assay, flow cytometry; in the data active = inhibition above about 35%, passing the limit was not always enough; inconclusive = no clear call, values can overlap the other calls; also: plate controls were buffer without enzyme for full effect and enzyme alone for no effect
Mtb BioA inh = inhibitors of Mycobacterium tuberculosis BioA enzyme. purified M. tuberculosis BioA enzyme, plate reader. inhibition, % at 9.99 µM. actives 0.096% (n = 360,000). AID 602481; in the data active = inhibition above about 40%; inconclusive = no clear call, values can overlap the other calls
GDH-TPI inh = counter-screen for M. tuberculosis FBA inhibitors: GDH-TPI coupled enzymes | GDH-TPI coupled enzyme counterscreen, NADH absorbance | inhibition, % at 4.8 µM | actives 1.2% (n = 360,000); in the data active = inhibition above about 30%;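 also: 0% = DMSO wells and 100% = wells lacking the enzyme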
Starred values were filed as active, the others as inactive; ? = inconclusive; / = no result given. Rule as the data show it, unless noted: active = inhibition above about 30%; inconclusive = no clear call, values can overlap the other calls; inactive = below that. Random draw from the library; about 4.7% have a hit in one of these screens.

SMILES	Anthrax LF inh2	BoNT A protease	UGM FP inh	FBA Mtb inh	PfHsp40 rescue	FadD28 FP inh	BoNT-F LC inh	Mtb BioA inh	GDH-TPI inh
COc1cc(NS(=O)(=O)c2ccc(NC(=O)c3cccs3)cc2)nc(OC)n1	2.3	0.0	3.6	74.7*	-0.2	-5.6	-13.1	-1.2	1.1
Cc1cc(C)n(C(=O)CNC(=O)C(c2ccccc2)c2ccccc2)n1	-2.6	1.2	-1.9	4.2	-0.6	-2.3	17.2	-0.8	7.9
Cc1cc([N+](=O)[O-])nn1CC(=O)N1CCc2ccccc2C1	-4.0	0.5	-0.9	-0.2	0.1	-0.3	-15.0	1.6	-1.1
COc1cccc(N(CC(=O)NC2CCCCC2)C(=O)Cn2nnc(-c3ccc(C)o3)n2)c1	2.1	0.0	/	-0.1	0.5	1.6	1.7	-0.3	-6.0
CN1CCN(C(=O)c2ccc3c(c2)N(Cc2ccccc2)CCS3)CC1	-3.2	-0.2	-1.4	21.7	-0.8	1.0	-5.0	-1.5	7.3
COc1ccc(-c2cc(=O)oc3c(C)c(OCC(=O)NCCCn4ccnc4)ccc23)cc1	-1.3	-0.1	-0.4	6.5	1.1	-3.6	2.4	-1.5	22.6
O=C(COC(=O)CNC(=O)C12CC3CC(CC(C3)C1)C2)Nc1ccccc1	-15.9	?	-3.1	-1.1	0.2	-2.6	11.0	-0.4	-5.6
N#CC1=C(N)Oc2[nH]c(=S)[nH]c(=O)c2C12C(=O)Nc1ccccc12 (stereo unspecified)	-1.8	-0.1	3.9	126.2*	0.2	-2.7	2.7	-0.9	3.1
O=C1CC(N2CCN(c3cccc(C(F)(F)F)c3)CC2)C(=O)N1c1ccccc1F (stereo unspecified)	-6.9	-1.2	-0.9	-0.2	0.5	-1.6	-2.8	-3.1	-13.7
COC(=O)CSC(C)C(=O)Nc1nnc(C(C)C)s1 (stereo unspecified)	-0.3	0.4	-1.7	-0.5	0.1	-4.3	-0.9	-1.1	-2.6
NCC(O)(c1ccc(Cl)cc1)c1ccc(Cl)cc1	-3.8	-0.7	3.5	1.8	-0.2	-2.7	-6.4	-2.0	-4.5
CCCC(C(=O)OCCN(CC)CC)(c1ccccc1)c1ccccc1	-5.8	-0.4	-0.4	-1.4	-2.0	-10.4	-13.5	2.6	-2.6
CC(=O)c1cc(F)c(N2CCN(C(=O)COc3ccc(F)cc3)CC2)cc1C	3.0	0.1	-0.5	1.9	1.3	0.7	-5.8	8.3	12.7
CS(=O)(=O)N(CC(=O)N1CCC(C(N)=O)CC1)c1cc(C(F)(F)F)ccc1Cl	1.2	-0.4	2.8	3.7	-1.2	-3.3	-1.9	/	0.3
CN(C)S(=O)(=O)c1cccc(NC(=O)COC(=O)c2cc(=O)c3ccccc3o2)c1	-0.9	0.2	-0.7	-1.1	4.3	-3.0	1.2	-0.2	6.0
Cc1cc2c(=O)n(C)c(SCC(=O)Nc3cccc(O)c3)nc2s1	1.1	-2.5	-0.3	1.5	-0.3	0.7	-16.7	8.7	1.1
CCn1c(CSc2n[nH]c(N)n2)nc2cc(C(=O)O)ccc21	-2.1	-0.8	0.5	-1.9	-1.8	?	-1.7	/	4.9
COC(=O)c1ccc(COc2ccc(/C=N/Nc3nc(C)cc(=O)[nH]3)cc2)cc1	-3.2	-0.5	-3.3	-0.2	0.3	-0.8	-11.6	-1.2	36.4*
CCOC(=O)c1nn(-c2ccc(C)cc2)cc1C(=O)c1ccccc1	24.3	?	1.4	3.1	2.2	0.7	?	0.9	2.2
COC(=O)c1[nH]c(C)c(/C(O)=C2\C(=O)C(=O)N(CCN(C)C)C2c2cc(OC)ccc2OC)c1C (stereo unspecified)	-15.7	-6.1	-1.3	1.0	0.4	0.0	-36.2	0.6	-2.1
CC(C)C(OC(=O)C1=Cc2ccccc2OC1)C(=O)NC1CCCC1 (stereo unspecified)	-1.3	-0.8	-2.8	2.5	-1.0	-2.0	-6.5	/	11.4
COC(=O)c1c(C)[nH]c(C(=O)C(C)OC(=O)c2cc(C)oc2C)c1C (stereo unspecified)	0.5	-0.5	-1.6	-2.0	-0.3	-1.8	1.9	-1.2	-4.1
Cc1cccc(C(=O)NCC(=O)OC(C)C(=O)Nc2ccc(Cl)cn2)c1 (stereo unspecified)	-6.1	-23.8	-0.8	6.0	1.5	1.1	-24.6	-1.3	-2.1
Cc1cc[n+](CC(=O)c2cccc([N+](=O)[O-])c2)c2ccccc12	-18.8	3.8	-0.4	-0.7	1.8	-5.3	?	2.0	1.5
CCOC(=O)C1CCN(C(=O)c2ccc3c(=O)n4nc(Nc5ccccc5)sc4nc3c2)CC1	2.6	-0.6	/	3.5	/	-12.5	-5.3	4.0	8.0
COc1ccc(O)c(CN2CCN(CCCc3ccccc3)C(CCO)C2)c1 (stereo unspecified)	1.6	?	-2.0	4.8	0.0	0.1	?	-0.7	7.0
CCOC(=O)C1CCN(c2c(Nc3ccc(C)c(C)c3)c(=O)c2=O)CC1	-2.7	-0.1	-0.5	0.1	-1.6	-3.5	-1.0	2.0	18.8
Cc1cccn2c(=O)c3cc(C(=O)NC4CCCCC4)c(=N)n(Cc4ccccc4)c3nc12	12.3	16.1	3.4	61.7*	2.8	0.1	10.6	1.4	4.2
CCCCOCCCNC(=O)COc1ccccc1	-0.5	0.5	-0.3	0.4	-0.8	-3.0	6.1	0.6	-7.3
CCOC(=O)N1CCC(N2C(=O)c3ccc(C(=O)Nc4ccc(OC)c(OC)c4)cc3C2=O)CC1	-1.5	-2.0	0.9	8.0	-0.5	1.3	0.5	-0.5	-1.5
O=C(N/N=C/c1ccc2c(c1)OCO2)c1cccnc1	-7.7	-1.0	-1.2	1.4	0.1	-1.1	-12.3	7.4	16.2
CCCCCCn1c(CN2CCCCC2)nc2c1c(=O)n(C)c(=O)n2C	-0.4	-0.2	1.3	3.2	-0.8	0.4	3.1	-6.3	-0.4
CCN(CC)C(=O)Cn1c(=O)n(Cc2ccc(F)cc2)c(=O)c2sccc21	/	/	1.3	1.4	0.1	0.1	/	-1.0	4.6
Cn1c(=O)oc2cc(S(=O)(=O)CCC(=O)N3CCN(c4ccccc4F)CC3)ccc21	0.5	-0.6	1.5	-2.1	-1.1	-2.2	1.5	1.9	0.4
C=CCSC1=C(C#N)C(c2ccc(C(C)C)cc2)CC(=O)N1 (stereo unspecified)	1.3	-0.6	-0.5	-0.6	-0.6	-3.6	-13.1	0.3	12.2
O=C(O)C1Cc2ccccc2CN1S(=O)(=O)c1ccc(Cl)cc1 (stereo unspecified)	-4.9	-0.4	-2.4	4.8	-0.1	-2.6	-2.8	/	0.6
CCOc1cc2[nH]c(=O)n(CCCCC(=O)NC3CCCCCC3)c(=O)c2cc1OCC	1.1	0.5	-1.2	5.0	-0.4	0.6	8.7	/	5.0
Cc1cc(Cl)ccc1OCC(=O)Nc1ccccc1CO	1.6	-2.4	1.4	3.7	1.2	-2.9	-44.4	1.0	-3.7
CN(C)C(=O)c1cccc(-c2cc(NC=O)c3ncc(-c4ccc(F)cc4)n3c2)c1	-3.6	-0.4	/	1.3	/	-2.3	-9.5	9.5	6.2
CCOc1c2ccc(C(=O)NCc3ccc(OC(F)(F)F)cc3)cc2nn1C	4.9	0.0	0.4	44.0*	1.3	-2.3	-5.3	-1.4	-4.8
CCOc1cc(/C=N/NC(=O)C(=O)NCc2ccc3c(c2)OCO3)ccc1OCC(=O)N1CCOCC1	-1.6	0.1	-0.6	-3.9	-0.7	-4.1	0.0	-1.3	26.9
COCc1cc(C)nc2sc3c(=O)n(-c4cccc5ccccc45)nnc3c12	-2.7	0.8	1.7	2.3	-0.6	-1.8	3.1	-2.4	5.0
CC(C)C(NS(=O)(=O)c1cccc2nsnc12)C(=O)NC1CCCCC1 (stereo unspecified)	0.8	-1.0	1.5	-0.8	-0.9	-1.7	4.6	-1.6	7.9
COc1cc(OC)cc(C(=O)Nc2ccc(N3CCN(C(=O)c4cccs4)CC3)cc2)c1	-15.4	0.7	-1.0	3.5	1.9	-0.8	-10.5	0.2	-2.1

A draw from above in order of molar mass, rising.
SMILES	Anthrax LF inh2	BoNT A protease	UGM FP inh	FBA Mtb inh	PfHsp40 rescue	FadD28 FP inh	BoNT-F LC inh	Mtb BioA inh	GDH-TPI inh
O=C(N/N=C/c1ccc2c(c1)OCO2)c1cccnc1	-7.7	-1.0	-1.2	1.4	0.1	-1.1	-12.3	7.4	16.2
Cc1cc(Cl)ccc1OCC(=O)Nc1ccccc1CO	1.6	-2.4	1.4	3.7	1.2	-2.9	-44.4	1.0	-3.7
C=CCSC1=C(C#N)C(c2ccc(C(C)C)cc2)CC(=O)N1 (stereo unspecified)	1.3	-0.6	-0.5	-0.6	-0.6	-3.6	-13.1	0.3	12.2
O=C(O)C1Cc2ccccc2CN1S(=O)(=O)c1ccc(Cl)cc1 (stereo unspecified)	-4.9	-0.4	-2.4	4.8	-0.1	-2.6	-2.8	/	0.6
CCOC(=O)C1CCN(c2c(Nc3ccc(C)c(C)c3)c(=O)c2=O)CC1	-2.7	-0.1	-0.5	0.1	-1.6	-3.5	-1.0	2.0	18.8
CCCCCCn1c(CN2CCCCC2)nc2c1c(=O)n(C)c(=O)n2C	-0.4	-0.2	1.3	3.2	-0.8	0.4	3.1	-6.3	-0.4
COCc1cc(C)nc2sc3c(=O)n(-c4cccc5ccccc45)nnc3c12	-2.7	0.8	1.7	2.3	-0.6	-1.8	3.1	-2.4	5.0
CCN(CC)C(=O)Cn1c(=O)n(Cc2ccc(F)cc2)c(=O)c2sccc21	/	/	1.3	1.4	0.1	0.1	/	-1.0	4.6
CC(C)C(NS(=O)(=O)c1cccc2nsnc12)C(=O)NC1CCCCC1 (stereo unspecified)	0.8	-1.0	1.5	-0.8	-0.9	-1.7	4.6	-1.6	7.9
CN(C)C(=O)c1cccc(-c2cc(NC=O)c3ncc(-c4ccc(F)cc4)n3c2)c1	-3.6	-0.4	/	1.3	/	-2.3	-9.5	9.5	6.2
Cc1cccn2c(=O)c3cc(C(=O)NC4CCCCC4)c(=N)n(Cc4ccccc4)c3nc12	12.3	16.1	3.4	61.7*	2.8	0.1	10.6	1.4	4.2
CCOc1cc2[nH]c(=O)n(CCCCC(=O)NC3CCCCCC3)c(=O)c2cc1OCC	1.1	0.5	-1.2	5.0	-0.4	0.6	8.7	/	5.0
Cn1c(=O)oc2cc(S(=O)(=O)CCC(=O)N3CCN(c4ccccc4F)CC3)ccc21	0.5	-0.6	1.5	-2.1	-1.1	-2.2	1.5	1.9	0.4
COc1cc(OC)cc(C(=O)Nc2ccc(N3CCN(C(=O)c4cccs4)CC3)cc2)c1	-15.4	0.7	-1.0	3.5	1.9	-0.8	-10.5	0.2	-2.1
CCOc1cc(/C=N/NC(=O)C(=O)NCc2ccc3c(c2)OCO3)ccc1OCC(=O)N1CCOCC1	-1.6	0.1	-0.6	-3.9	-0.7	-4.1	0.0	-1.3	26.9

Screening data deposited in PubChem BioAssay by several laboratories.
